Screening results (PubChem)
Mtb RmlCD inh – blocks M. tuberculosis RmlC and RmlD coupled enzymes | P9WH09+P9WH11 | 160,000 tested, 0.03% active | RmlC+RmlD coupled enzyme assay, percent inhibition; primary screen in compound mixtures | inhibition, % at 3.6 µM; in the data active = inhibition mostly above about 34%, no sharp cut-off; also: some results filed as inactive read as strong as hits
Target sequence (P9WH09 whole entry, looked up): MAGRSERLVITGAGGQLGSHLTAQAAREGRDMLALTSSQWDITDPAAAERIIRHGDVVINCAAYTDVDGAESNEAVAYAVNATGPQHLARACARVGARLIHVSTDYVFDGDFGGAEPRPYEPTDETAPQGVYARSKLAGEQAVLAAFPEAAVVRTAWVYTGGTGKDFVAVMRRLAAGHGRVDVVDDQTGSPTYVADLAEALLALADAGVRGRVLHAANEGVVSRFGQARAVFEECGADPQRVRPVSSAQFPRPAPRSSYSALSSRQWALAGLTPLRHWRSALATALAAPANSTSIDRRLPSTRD
Target sequence (P9WH11 whole entry, looked up): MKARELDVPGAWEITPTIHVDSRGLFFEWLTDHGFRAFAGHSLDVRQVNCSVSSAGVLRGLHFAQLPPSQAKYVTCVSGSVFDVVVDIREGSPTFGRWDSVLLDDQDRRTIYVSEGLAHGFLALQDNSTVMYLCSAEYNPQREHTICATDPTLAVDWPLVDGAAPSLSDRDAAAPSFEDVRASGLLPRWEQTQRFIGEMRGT
M. tuberculosis GlmU – inhibition of mycobacterial GlmU enzyme – biochemical, glucosamine-1-phosphate acetyltransferase (AID 1376) | M. tuberculosis GlmU acetyltransferase enzyme assay; higher % means a stronger effect | inhibition, %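 (tested at 30 µM in the primary screen)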, or IC50 in µM where a hit was titrated | 220,000 tested, 0.25% active; in the data active = inhibition above about 13%;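 also: 0% = complete reaction with vehicle and 100% = reaction without substrate; strong numbers were not always called active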
Active calls of the source: *; / = not tested or not shown. This is a subset, so the mix of outcomes need not match the whole.

SMILES | Mtb RmlCD inh | M. tuberculosis GlmU
CCCC1=NN2C(=N)/C(=C\c3cc(C)n(-c4cc(C)cc(C)c4)c3C)C(=O)N=C2S1 | 10.9 | -0.5%
Cc1cc(C)c(C#N)c(SCc2nc3ccccc3c(=O)[nH]2)n1 | / | -2.7%
Cc1nc2ccccc2c(=O)n1/N=C/C=C/c1ccccc1 | 8.0 | -3.2%
CC/C(=N\NC(=O)CSCc1ccccc1Cl)c1ccc2c(c1)OCCO2 | / | -2.6%
CCCOc1ccc(CNC(=S)N/N=C/c2ccc([N+](=O)[O-])cc2)cc1 | 17.6 | -1.1%
COC1(OC)N=C(NC(=O)Nc2ccccc2)C2(C#N)C(c3ccccc3)C12C#N (stereo not drawn) | 12.5 | -1.4%
COC(=O)CC(NS(=O)(=O)c1cccs1)c1ccccc1Cl (stereo not drawn) | 8.6 | 0.7%
N#C/C(=C/c1ccc([N+](=O)[O-])cc1)C(N)=O | -38.0 | 4.1%
O=C(c1ccc2c(c1)OCO2)N(Cc1cccs1)C1(C(=O)NC2CCCCC2)CCCCC1 | / | 0.8%
O=C(COc1cccc2cccnc12)Nc1ccccc1N1CCOCC1 | -10.9 | -3.8%
CCn1c(/C=C/N(C)c2ccccc2)[n+](CC)c2ccc(Cl)cc21 | 11.4 | -9.2%
O=C1CSC(c2ccccn2)N1c1ccccc1F (stereo not drawn) | 0.1 | 0.1%
COc1ccc(-c2cc3nc(C)c(CCC(=O)NCc4ccco4)c(C)n3n2)c(OC)c1 | 9.6 | /
O=c1[nH]c(N2CCN(c3ccccc3)CC2)nc2c1CCC2 | -6.0 | -3.3%
N=c1c[n+](CC23CC4CC(CC(C4)C2)C3)[n-]o1 | / | 2.6%
CCC(C)(C)n1nnnc1C(c1ccccc1OC)N1CCSCC1 (stereo not drawn) | 12.2 | 2.4%
COC(=O)c1[nH]c2ccccc2c1NC(=O)c1c(F)cccc1F | / | 0.0%
CC(c1ccccc1F)n1cc(C(=O)NCCCn2ccnc2)nn1 (stereo not drawn) | / | -4.5%
COCCNC(=S)N/N=C(\C)CCc1ccc2c(c1)OCO2 | 0.0 | 4.1%
CC(C)Cn1nnc2c(=O)oc3ccccc3c21 | -2.3 | /
CCNc1nc(N)c(C(=O)C23CC4CC(CC(C4)C2)C3)s1 | 7.6 | -2.6%
COc1ccc(NS(=O)(=O)c2ccc(OCC(=O)N3CCCC3)cc2)cc1 | / | 1.6%
Cc1ccccc1NC1C=CS(=O)(=O)C1 (stereo not drawn) | 3.7 | -0.5%
N/C(=N/S(=O)(=O)c1ccccc1)c1cccc([N+](=O)[O-])c1 | / | 7.4%
CSc1nnc(Cn2c(=O)sc3ccccc32)n1C | -2.7 | -3.5%
Later entries
SMILES | Mtb RmlCD inh | M. tuberculosis GlmU
CC(NC(=O)NCc1cccnc1)(C(F)(F)F)C(F)(F)F | / | -1.2%
OCC1(Cc2cccc(Cl)c2)CCCN(Cc2cn[nH]c2C2CCCCC2)C1 (stereo not drawn) | 11.6 | -5.0%
Cc1ccc(-c2cc(C(F)(F)F)c(C#N)c(SCCC#N)n2)o1 | / | -0.2%
COc1ccc(C=O)cc1COc1ccc([N+](=O)[O-])c(C)c1 | -8.9 | -2.1%
C/C(N)=C(/C#N)C(=O)CSc1nnnn1-c1ccccc1 | 30.1 | 0.6%
CCCc1[nH]nc2c1C(C1CC=CCC1)C(C#N)=C(N)O2 (stereo not drawn) | / | 0.2%
COC(=O)CSc1nnc(CNS(=O)(=O)c2ccc(Cl)cc2)n1C | 10.7 | -2.6%
O=C(NCC1CCCO1)c1ccc2c(=O)n(Cc3cccc(Br)c3)c(=S)[nH]c2c1 (stereo not drawn) | 5.3 | 3.4%
CCC(CC)C(=O)NCCc1ccc(OC)c(OC)c1 | -12.8 | 0.4%
O=c1[nH]c(=S)[nH]c(O)c1C(c1ccccn1)c1c(O)[nH]c(=S)[nH]c1=O | -1.8 | 9.3%
Cc1nc2ccccc2c2c1C(=O)N(c1ccc(C(=O)O)cc1)C2=O | 70.3 | 7.1%
Cc1nc2cc(C(=O)N3c4ccccc4CC3C)ccc2s1 (stereo not drawn) | 2.8 | 3.0%
O=C(Cc1c(F)cccc1Cl)Nc1ncc([N+](=O)[O-])s1 | 7.5 | 0.1%
Cc1ccc(-c2csc3nc4cc(C(N)=O)ccc4c(=O)n23)cc1 | -5.6 | 8.2%
COc1cc(NC(=O)CN(C)C2CCCCC2)c(C)cc1[N+](=O)[O-] | -8.5 | 0.5%
CCOCCCNC(=O)c1c[nH]c2ccc(S(=O)(=O)Nc3cccc(OC)c3)cc2c1=O | -6.4 | 0.6%
CCCCn1c(SCC(=O)N2CCOCC2)nnc1-c1ccoc1C | / | -5.3%
Cc1ccc(OCC(=O)N(Cc2cccs2)C2CCS(=O)(=O)C2)cc1C (stereo not drawn) | / | 1.5%
CCOC(=O)c1c(NC(=O)CSc2nnnn2-c2ccc3c(c2)OCO3)sc(C)c1C | 8.2 | 10.3%
Cc1cc(C)n(CCC(=O)N/N=C/c2ccc(O)cc2O)n1 | -11.2 | -0.3%
Cc1ccc(S(=O)(=O)Nc2nc3ccc(S(C)(=O)=O)cc3s2)cc1 | / | 0.8%
COc1ccc(N2CCN(Cc3nc4c(c(=O)n(C)c(=O)n4C)n3C(C)C(C)=O)CC2)cc1 (stereo not drawn) | / | 0.9%
O=S(=O)(NCC(c1cccnc1)N1CCOCC1)c1ccc(Cl)cc1 (stereo not drawn) | 8.9 | -3.7%
CC(=O)c1c(C)[nH]c(C(=O)OCC(=O)Nc2sc3c(c2C#N)CCCC3)c1C | -10.2 | 1.6%
CN(C)c1ccc(CN(C(=O)COc2ccc(Br)cc2)C2CCS(=O)(=O)C2)cc1 (stereo not drawn) | / | 7.0%
New compounds follow
SMILES | Mtb RmlCD inh | M. tuberculosis GlmU
Cc1[nH]c2ccccc2c1/C=N/Nc1cccc(C(=O)O)c1 | -25.6 | 0.3%
CS(=O)(=O)NCc1nnc2n1-c1ccc(Cl)cc1C(c1ccccc1)=NC2 | 0.3 | -4.3%
CN(CCOC(=O)CN1C(=O)c2ccccc2C1=O)C1=NS(=O)(=O)c2ccccc21 | 8.1 | -7.4%
C[n+]1c2n(c3ccccc31)N=C(c1cc(C(C)(C)C)c(O)c(C(C)(C)C)c1)CS2 | -11.3 | 0.8%
N#CCc1ccc(C(=O)c2ccccc2F)s1 | / | -1.0%
CC(C)CNC(=O)c1ccccc1NC(=O)CN(c1ccc2c(c1)OCCO2)S(C)(=O)=O | / | -7.4%
CCOC(=O)C1(Cc2cccc(OC)c2)CCN(Cc2cnc(SC)nc2)CC1 | / | -0.9%
N/C(Cc1ccc(Cl)cc1Cl)=N\OC(=O)Cc1ccccc1 | -6.5 | -2.2%
CC(C)NC(=O)CSc1nnc(-c2ccco2)n1N | 9.0 | 2.9%
CN1CCN(C(=O)C2=C[C@@H](C(C)(C)C)C[C@@H](OCc3ccc(CO)cc3)O2)CC1 | / | 3.3%
CC(C)CNC(=S)N1CCN(C)CC1 | -5.2 | 2.2%
O=C(CN1C(=O)C2CC=CCC2C1=O)NC1=NCCS1 (stereo not drawn) | / | 2.0%
CCOc1cccc(C(=O)Nc2cccc(-c3nnc(-c4ccccc4)o3)c2)c1 | 14.4 | 0.8%
O=C(Cc1cccc2ccccc12)Nc1nc2ccccc2[nH]1 | -12.2 | 4.2%
O=C(COC(=O)c1ccco1)NCc1ccccc1Cl | -7.9 | 0.6%
Cc1ccc(NCC(=O)N/N=C/c2ccc(OC(=O)c3ccco3)cc2)cc1 | 3.7 | -3.1%
CN(C)c1ccc(C(=O)OCC(=O)NC2CCCCCC2)cc1 | 4.9 | 3.9%
O=C(N/N=C/c1cn(-c2cccs2)nc1-c1ccccc1)c1ccccc1Br | -3.6 | -1.3%
CN(Cc1ccccc1)c1nc(CN2CCOCC2)nc2scc(-c3ccccc3)c12 | -11.0 | -5.1%
CN=C(NC(=O)Nc1c(C)cccc1C)NC(=O)Nc1c(C)cccc1C | 5.2 | 0.9%
O=C(Nc1cc(C(F)(F)F)ccc1F)C1CCCCC1 | / | 3.1%
Clc1ccc(-n2nnc(-c3nccs3)n2)cc1Cl | / | -4.0%
CCCCn1nc2cc(C(=O)NCc3ccc(C(F)(F)F)cc3C(F)(F)F)ccc2c1OCC | 5.5 | 6.3%
CSCC(=O)Nc1nc(-c2ccc3c(c2)OCCO3)cs1 | -13.9 | 4.9%
Cc1nc(CC(=O)N2CCN(S(=O)(=O)c3ccccc3C#N)CC2)cs1 | / | 1.4%
Following part.
SMILES | Mtb RmlCD inh | M. tuberculosis GlmU
Cc1ccc(-n2c(SCC(=O)NCc3ccco3)nnc2-c2cccnc2)c(C)c1 | 8.0 | 4.5%
CCOc1cc(C2Nc3cccc4cccc(c34)N2)ccc1O | -9.8 | 3.1%
COc1ccccc1C(=O)NC(=S)N1CCc2ccccc21 | / | -2.2%
Cn1cccc1/C=C1\SC(=O)N(CC(=O)Nc2ccc(Cl)cc2)C1=O | / | 2.4%
Oc1ccc(NC(=S)Nc2ccc(O)cc2)cc1 | -10.4 | 6.4%
Cc1cccc(NC(=S)N/N=C2/CCCCc3ccccc32)c1 | -5.2 | 0.0%
CCn1c(SCc2nc3sc(C(=O)O)c(C)c3c(=O)[nH]2)nnc1-c1ccc(Cl)cc1 | / | 2.2%
COc1ccc(NC(=O)CSc2nc3ccccc3c(=O)n2CCNC(C)=O)c(OC)c1 | / | 1.8%
O=C(Nc1cc(=O)[nH]c2ncnn12)c1ccc(Cl)cc1Cl | / | 2.0%
CCC(=Nc1ccc(OC)cc1OC)c1c(O)n(C)c(=O)n(C)c1=O | / | 7.3%
CC(C)c1ccc(/C=N/NC(=O)c2nnn(-c3nonc3N)c2CSC2=NCCS2)cc1 | 0.6 | 1.0%
CCCC(=O)c1ccc(N2CCN(C(=O)c3ccc(Br)cc3)CC2)c(F)c1 | / | 2.3%
Cc1cccc(OCc2nnc(SCc3nc4cc(C(F)(F)F)ccc4c(=O)[nH]3)o2)c1 | / | -2.7%
Cc1ccccc1OCCN1C(=O)C(=O)c2cccc(C)c21 | -2.4 | 0.4%
CCOC(=O)C1CCCN(C(=O)c2ccc([N+](=O)[O-])c(C)c2)C1 (stereo not drawn) | 5.0 | 6.8%
C=CCN1C(=O)CN=C1Nc1cc(C)cc(C)c1 | 24.9 | 3.0%
Cc1ccc(C(=O)N2CCN(c3ccc([N+](=O)[O-])cc3-n3cccc3)CC2)cc1 | -5.6 | 8.2%
COc1cccc(-c2csc3nnc(SCC(=O)c4ccc(NC(C)=O)cc4)n23)c1 | 6.5 | 0.9%
CCOC(=O)Nc1nc(-c2ccc(F)cc2F)cs1 | / | 1.0%
c1csc(Cn2c(-c3cccs3)nc3ccccc32)c1 | 2.0 | 1.4%
Cc1onc(-c2ccccc2)c1C(=O)NC(C)C1CCCO1 (stereo not drawn) | / | -0.5%
Cc1ccc(N(C)C(=O)n2cnc3ccccc32)cc1 | / | 2.6%
O=C(CCn1nnc2ccccc21)N1CCN(c2ccccc2)CC1 | -3.5 | /
COc1ccccc1NC(=O)Nc1ccc(N2CCOCC2)cc1 | 0.5 | -3.2%
O=C(CCc1nnc(CCCc2ccccc2)o1)NCCc1ccccc1 | -4.7 | 8.9%

Fetched by structure from above, two records:
SMILES | Mtb RmlCD inh | M. tuberculosis GlmU
Cc1cccc(OCc2nnc(SCc3nc4cc(C(F)(F)F)ccc4c(=O)[nH]3)o2)c1 | / | -2.7%
O=C(CCc1nnc(CCCc2ccccc2)o1)NCCc1ccccc1 | -4.7 | 8.9%

Of the compounds above, nine contain a cyano group.
SMILES | Mtb RmlCD inh | M. tuberculosis GlmU
Cc1cc(C)c(C#N)c(SCc2nc3ccccc3c(=O)[nH]2)n1 | / | -2.7%
COC1(OC)N=C(NC(=O)Nc2ccccc2)C2(C#N)C(c3ccccc3)C12C#N (stereo not drawn) | 12.5 | -1.4%
N#C/C(=C/c1ccc([N+](=O)[O-])cc1)C(N)=O | -38.0 | 4.1%
Cc1ccc(-c2cc(C(F)(F)F)c(C#N)c(SCCC#N)n2)o1 | / | -0.2%
C/C(N)=C(/C#N)C(=O)CSc1nnnn1-c1ccccc1 | 30.1 | 0.6%
CCCc1[nH]nc2c1C(C1CC=CCC1)C(C#N)=C(N)O2 (stereo not drawn) | / | 0.2%
CC(=O)c1c(C)[nH]c(C(=O)OCC(=O)Nc2sc3c(c2C#N)CCCC3)c1C | -10.2 | 1.6%
N#CCc1ccc(C(=O)c2ccccc2F)s1 | / | -1.0%
Cc1nc(CC(=O)N2CCN(S(=O)(=O)c3ccccc3C#N)CC2)cs1 | / | 1.4%

(cont.)
SMILES | Mtb RmlCD inh | M. tuberculosis GlmU
C=CCC(CC=C)(NC(=O)c1ccccc1)c1ccccc1 | -1.8 | -0.5%
CNc1nccc(-c2ccc(Cl)cc2)c1C#N | 4.0 | 5.2%
CCOC(=O)C1=C(C)N(c2ccccc2)C(=O)/C1=C\c1ccco1 | -13.2 | -1.9%
COCCOC(=O)C1=C(C)N(c2ccccc2)C(=S)NC1c1ccccc1C(F)(F)F (stereo not drawn) | 5.7 | -3.1%
CCOC(=O)Cc1nnc(NC(=O)CSc2ccc(Cl)cc2)s1 | 6.1 | 1.8%
Cc1c(C(=O)NC(=S)NCc2cccnc2)oc2ccccc12 | 6.6 | 7.9%
CCc1nnc(NC(=O)c2ccc(S(=O)(=O)N(CC)Cc3ccccc3)cc2)o1 | / | -4.8%
C(=C\c1ccco1)/C1=NN(c2ccccc2)C(c2ccco2)C1 (stereo not drawn) | -3.5 | 5.0%
Cc1ccc(S(=O)(=O)c2c(C)cc(C)nc2Oc2cccc(C(F)(F)F)c2)cc1 | 3.6 | 8.0%
COc1ccc(/C=C2\CCn3c2nc2cc(C(=O)O)ccc2c3=O)cc1O | 9.8 | 4.6%
COc1ccc(C2/C=C\CN(S(=O)(=O)c3cccs3)CC(=O)N2Cc2ccc(F)cc2)cc1 (stereo not drawn) | / | -1.8%
c1ccc(-c2nc3cc4ccccc4cc3[nH]2)nc1 | -12.5 | 1.0%
Cc1ccc(N(C(=O)CCC(=O)Nc2nccs2)C(C(=O)NC(C)(C)C)c2ccc(O)cc2)cc1 (stereo not drawn) | 7.8 | 2.3%
